Screening data: PubChem BioAssay, several laboratories
Pf gametocyte = P. falciparum stage V gametocyte viability inhibition; P. falciparum stage V gametocytes, ATP luminescence, 24 h; AID 743093; inhibition, % at 10.9 µM; actives 0.065% (n = 150,000);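 active = inhibition above the mean plus 3 SD of compounds within the control limits, set per campaign, cut at about 38% in these data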;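 also: 0% = DMSO wells and 100% = medium only without gametocytes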
ABCB1 inh = blocks JC-1 efflux by human ABCB1 transporter; inhibition, % at 6.6 µM; CCRF-Adr cells, flow cytometry; actives 0.067% (n = 190,000); AID 1326; P08183; in the data active = inhibition above about 40%;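 also: 0% = vehicle and 100% = reference inhibitor; higher value means more JC-1 retained so stronger ABCB1 efflux block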
Target sequence (P08183 whole entry, looked up): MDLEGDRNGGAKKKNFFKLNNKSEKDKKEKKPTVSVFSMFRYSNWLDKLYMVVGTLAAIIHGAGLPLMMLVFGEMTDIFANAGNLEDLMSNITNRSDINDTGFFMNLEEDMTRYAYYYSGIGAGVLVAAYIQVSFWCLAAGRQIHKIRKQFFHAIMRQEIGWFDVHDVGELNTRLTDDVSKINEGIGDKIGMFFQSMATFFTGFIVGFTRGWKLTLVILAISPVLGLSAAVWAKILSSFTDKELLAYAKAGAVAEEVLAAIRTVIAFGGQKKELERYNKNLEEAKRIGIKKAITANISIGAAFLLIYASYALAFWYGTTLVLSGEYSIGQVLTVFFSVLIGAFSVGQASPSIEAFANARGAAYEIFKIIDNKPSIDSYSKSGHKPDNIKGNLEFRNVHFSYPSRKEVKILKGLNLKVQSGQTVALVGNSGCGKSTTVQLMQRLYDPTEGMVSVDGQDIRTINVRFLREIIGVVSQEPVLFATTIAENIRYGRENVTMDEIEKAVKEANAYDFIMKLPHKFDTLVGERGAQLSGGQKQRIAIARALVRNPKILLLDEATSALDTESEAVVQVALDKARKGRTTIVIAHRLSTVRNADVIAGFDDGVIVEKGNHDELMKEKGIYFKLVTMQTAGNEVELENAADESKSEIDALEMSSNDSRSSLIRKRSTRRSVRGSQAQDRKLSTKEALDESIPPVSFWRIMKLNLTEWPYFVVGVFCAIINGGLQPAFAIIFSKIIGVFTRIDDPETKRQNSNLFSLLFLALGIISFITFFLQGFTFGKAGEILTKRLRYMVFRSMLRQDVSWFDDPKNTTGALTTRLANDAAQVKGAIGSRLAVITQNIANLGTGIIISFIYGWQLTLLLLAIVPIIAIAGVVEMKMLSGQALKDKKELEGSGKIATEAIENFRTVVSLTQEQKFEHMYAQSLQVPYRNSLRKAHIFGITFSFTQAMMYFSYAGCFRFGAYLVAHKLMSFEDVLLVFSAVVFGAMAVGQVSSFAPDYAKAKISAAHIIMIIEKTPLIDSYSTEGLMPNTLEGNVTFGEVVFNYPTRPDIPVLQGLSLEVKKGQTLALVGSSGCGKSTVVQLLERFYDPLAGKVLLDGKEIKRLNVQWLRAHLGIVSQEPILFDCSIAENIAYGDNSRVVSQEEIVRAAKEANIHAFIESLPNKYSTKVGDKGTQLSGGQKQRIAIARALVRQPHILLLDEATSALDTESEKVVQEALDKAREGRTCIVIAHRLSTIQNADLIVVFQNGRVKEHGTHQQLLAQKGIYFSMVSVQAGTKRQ
HRas wt GTP = modulators of GTP binding to human HRas wildtype; P01112; GST-Ras wt beads, Bodipy-FL-GTP binding, flow cytometry; actives lie on both sides; GTP binding activity, % at 10 µM; actives 0.14% (n = 190,000);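 active = GTP binding activity at least 20% away from the 100% baseline, either lowered as inhibitor or raised as activator; inconclusive = flagged as likely green fluorescent, judged across all proteins in the well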;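 also: 0% = unlabeled GTP competition control and 100% = no-compound control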
Rab7 wt modul = alters GTP binding to wildtype dog Rab7 | GST-Rab7 beads, fluorescent GTP binding, flow cytometry; actives lie on both sides; untreated = 100%, excess cold GTP = 0% | GTP binding activity (percent of control), % at 10 µM | actives 0.055% (n = 190,000) | AID 758;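 active = fluorescent GTP binding to Rab7 beads changed by at least 20 points from the 100% baseline, either direction, mostly lower; inconclusive = compound itself probably fluorescent, or too few beads counted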;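 also: median green fluorescence of bound Bodipy-FL-GTP per Rab7 bead population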
Cdc42 wt = modulators (inhibitors or activators) of GTP binding to human Cdc42 wildtype; P60953; GST-Cdc42 beads, Bodipy-GTP binding, flow cytometry; actives lie on both sides; percent activity (GTP binding), % at 10 µM; actives 0.2% (n = 190,000); AID 761;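 active = percent activity GTP binding at least 20 points away from the 100% baseline, either down as inhibitor or up as activator; inconclusive = compound flagged as likely green fluorescent from well-wide comparison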;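 also: median bead fluorescence of bound Bodipy-FL-GTP at 100 nM; 0% = excess unlabeled GTP control and 100% = no compound control; below 100% means less GTP binding so inhibitor and above means activator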
Rac1 wt GTP bind = human Rac1 wildtype GTP binding, inhibitors and activators; GST-Rac1 beads, fluorescent GTP binding, flow cytometry; actives lie on both sides; 0 = cold GTP competed, 100 = untreated; GTP binding activity (% of control), % at 10 µM; AID 757; P63000; actives 0.27% (n = 190,000);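 active = GTP binding activity at least 20 points away from the 100% control level, either lower or higher; inconclusive = compound flagged as likely green fluorescent, judged across all proteins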
Rac1 mut GTP = human Rac1 activated mutant GTP binding change; P63000; GST-Rac1 activated beads, fluorescent GTP binding, flow cytometry; actives lie on both sides; 100% means binding = to untreated wells; percent activity (GTP binding), % at 10 µM; actives 0.11% (n = 190,000);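 active = GTP binding at least 20 percentage points away from the 100% baseline, in either direction, so actives lie on both sides; inconclusive = Compound likely fluorescent itself, or too few beads counted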
Mcl1-Noxa inh = disrupts binding of human Mcl-1 to Noxa peptide | Q07820 | TR-FRET Mcl-1/Noxa peptide binding, 2 h | inhibition, % at 21.7 µM | actives 1.5% (n = 220,000);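 active = compounds that cut the protein-peptide binding signal by more than 50% relative to plate controls in a single-dose test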;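 also: His-tagged Mcl-1 with rhodamine Noxa BH3 peptide and terbium anti-His antibody; 0% = Mcl-1 plus Noxa peptide wells and 100% = peptide-only wells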
ABCG2 block = blocks JC-1 efflux by human ABCG2 transporter | AID 1325 | inhibition, % at 6.6 µM | IgMXP3 cells, flow cytometry | actives 0.1% (n = 190,000);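 active = inhibition above 80%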;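 also: 0% = DMSO and 100% = nicardipine control wells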
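Assay system – ABCG2 IgMXP3 and barcoded ABCB1 CCRF-Adr cell mix · Input – 3 million cells/mL in well · Reagent – JC-1 fluorescent substrate · Compound – single test compound dose, 6.6 µM final · Timing – 10 min exposure at 25 °C with rotation, no wash · Detection – flow cytometry of retained JC-1 fluorescence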
Rab2A wt mod = changes GTP binding to wildtype dog Rab2A, up or down | P61105 | GST-Rab2 wt beads, Bodipy-GTP binding, flow cytometry | GTP binding activity, % at 10 µM | actives 0.19% (n = 190,000) | AID 760;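 active = GTP binding activity at least 20 points away from 100%, either lowered or raised; inconclusive = signal likely due to the compound's own green fluorescence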;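 also: 0% = beads with excess unlabeled GTP and 100% = no-compound control corrected for plate trend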
Avidin bead fluor = compound fluoresces at 488/530 nm on avidin beads | compound fluorescence 488/530 nm, flow cytometry; hits give high values | AID 1775 | actives 0.38% (n = 220,000) | fluorescence (KMESF) at 10 µM; in the data active = fluorescence above about 47; also: inactives centre near 10
An asterisk follows results filed as active; ? = inconclusive; nt = no result given. Not a hit list; about 2.3% have a hit in one of these screens.

SMILES	Pf gametocyte	ABCB1 inh	HRas wt GTP	Rab7 wt modul	Cdc42 wt	Rac1 wt GTP bind	Rac1 mut GTP	Mcl1-Noxa inh	ABCG2 block	Rab2A wt mod	Avidin bead fluor
O=C(Nc1ccc(OCC(=O)N2CCOCC2)cc1)Nc1cccc2ccccc12	-35	0.4	95	98	94	96	95	6	1	94	15
Cc1ccccc1NC(=O)N1CCCC(c2nc(-c3ccc(C(C)C)cc3)no2)C1 (centres undefined)	nt	0.6	108	105	106	108	101	-15	4	105	12
CN1CCN(c2ccc([N+](=O)[O-])cc2S(=O)(=O)N2CCOCC2)CC1	1	0.2	97	100	96	100	98	4	0	98	10
CCOC(=O)C1(Cc2ccc(Cl)cc2)CCN(C(=O)c2cc(C)nc(C)n2)CC1	-16	0.7	100	104	97	99	95	-4	0	99	2
N#Cc1c(N)sc(=S)c2c1CCCC2	nt	-0.6	102	107	98	100	98	29	-3	102	21
CC1CCCN(CCOCCOc2ccc(Cl)cc2Br)C1 (centres undefined)	-14	0.5	101	100	99	97	97	18	1	103	9
Cc1cc(C)n2c(SC/C(O)=C(\C#N)c3nc4ccccc4[nH]3)nnc2n1	20	0.5	99	98	101	98	99	86*	2	98	25
O=C(NCc1ccccn1)c1cc2n(n1)C(C(F)(F)F)CC(c1ccco1)N2 (centres undefined)	21	0.1	97	97	99	101	96	-7	2	96	11
CC(O)CNCCOc1cccc(Oc2ccccc2)c1 (centres undefined)	-33	0.6	98	99	99	100	97	17	1	97	12
Cc1cccc(NC(=O)/C(=C\c2ccco2)NC(=O)c2cccs2)c1	nt	0.1	102	103	102	103	98	9	1	102	10
CCn1c(=O)cc(OCC(=O)NCCC(C)C)c2ccccc21	nt	-2.3	100	102	97	101	101	24	-6	101	7
Cc1cc(C)nc(N(C#N)CC(=O)N(c2ccccc2)C(C)C)n1	13	0.9	99	95	99	96	95	-3	1	95	12
CCC(=O)N1CCc2cc(S(=O)(=O)CCC(=O)NCCC3=CCCCC3)ccc21	nt	0.3	102	99	103	103	100	8	1	102	7
COC(=O)c1ccccc1OC(=O)c1cccnc1	nt	0.3	105	108	107	108	101	5	1	105	20
O=C(O)c1ccc(CNCc2ccc(Cl)cc2)cc1	12	-0.4	96	97	99	98	97	-2	-2	97	23
CC(=O)NS(=O)(=O)c1ccc(NC(=S)NC(=O)CC(C)C)cc1	1	1.6	96	106	94	98	95	-5	5	98	9
O=C(NCc1cccnc1)C1CC(=O)N(c2ccc(F)cc2)C1 (centres undefined)	nt	-0.3	103	97	101	100	99	-9	-1	102	7
COc1cc(C(=S)N2CCCC2)cc(Cl)c1OCC(=O)Nc1ccc(C)cc1C	nt	3.7	101	100	97	99	99	19	6	98	2
CCc1ccc(C(=O)COC(=O)[C@@H](NC(N)=O)[C@@H](C)CC)cc1	-2	2.6	95	93	96	96	92	3	8	95	8
O=S(=O)(Nc1cccc(-c2cn3cccnc3n2)c1)c1ccccc1	nt	-0.3	75*	87	86	70*	85	10	14	74*	11
CC12CCC(=O)N1C(C(=O)OCC(=O)Nc1ccc(S(N)(=O)=O)cc1)CS2 (centres undefined)	12	0.0	100	100	102	103	99	2	1	98	26
CCc1cc2c(nc1CC)CCN(CC/C(C)=N/O[C@@H](C)c1cc(-c3c(C)cc(C)cc3C)no1)C2	nt	11	100	97	103	105	97	-2	3	99	8
CCCCNC(=O)c1ccc2c(OCC)n(CCCC)nc2c1	1	0.5	104	97	107	103	101	11	5	104	9
O=C(Cn1nc(-c2ccc(F)cc2)ccc1=O)Nc1ccc(C(=O)NC2CC2)cc1	nt	0.1	98	98	97	99	95	9	1	97	31
COc1ccccc1CNC(=O)[C@@H]1CCCN1S(=O)(=O)c1ccc(C)cc1	21	1.9	96	90	95	98	97	1	8	95	12

Compound profiles (already shown):
CC(O)CNCCOc1cccc(Oc2ccccc2)c1 (centres undefined) in the list: Pf gametocyte: -33; ABCB1 inh: 0.6; HRas wt GTP: 98; Rab7 wt modul: 99; Cdc42 wt: 99; Rac1 wt GTP bind: 100; Rac1 mut GTP: 97; Mcl1-Noxa inh: 17; ABCG2 block: 1; Rab2A wt mod: 97; Avidin bead fluor: 12
COC(=O)c1ccccc1OC(=O)c1cccnc1 in the list: Pf gametocyte: nt; ABCB1 inh: 0.3; HRas wt GTP: 105; Rab7 wt modul: 108; Cdc42 wt: 107; Rac1 wt GTP bind: 108; Rac1 mut GTP: 101; Mcl1-Noxa inh: 5; ABCG2 block: 1; Rab2A wt mod: 105; Avidin bead fluor: 20

Marked active in Rab2A wt mod, of those listed so far:
| smiles | ABCB1 inh | HRas wt GTP | Rab7 wt modul | Cdc42 wt | Rac1 wt GTP bind | Rac1 mut GTP | Mcl1-Noxa inh | ABCG2 block | Rab2A wt mod | Avidin bead fluor |
| --- | --- | --- | --- | --- | --- | --- | --- | --- | --- | --- |
| O=S(=O)(Nc1cccc(-c2cn3cccnc3n2)c1)c1ccccc1 | -0.3 | 75* | 87 | 86 | 70* | 85 | 10 | 14 | 74* | 11 |

Other entries follow.
SMILES	Pf gametocyte	ABCB1 inh	HRas wt GTP	Rab7 wt modul	Cdc42 wt	Rac1 wt GTP bind	Rac1 mut GTP	Mcl1-Noxa inh	ABCG2 block	Rab2A wt mod	Avidin bead fluor
Cn1cc(C(=O)C(=O)N2CCN(c3ccccc3)CC2)c2ccccc21	2	1.0	101	102	96	96	94	15	3	103	4
Brc1ccc(-c2nc(-c3ccncc3)no2)o1	-33	0.2	101	101	105	106	97	21	4	101	14
CN1CCN(Cc2nc(Cc3ccccc3)no2)CC1c1ccccc1 (centres undefined)	-3	0.5	95	100	93	94	96	-12	3	98	7
COCc1[nH][nH]c(=O)c1/C=N/N1CCOCC1	nt	-0.4	96	98	92	95	94	22	-1	95	13
COc1ccc(/C=N/Nc2ncccc2[N+](=O)[O-])c(OC)c1	-12	1.3	102	101	102	105	100	7	11	103	11
Cc1ccc(NC(=O)C2CCCN2C(=O)NCc2ccccc2)cc1 (centres undefined)	14	0.1	98	99	96	99	97	7	2	97	35
CCN(CC)CCCNC(=O)C1c2cc(OC)c(OC)cc2C(=O)N(C)C1c1cccs1 (centres undefined)	nt	0.5	107	107	110	111	102	15	2	107	12
Cc1cc(C)n2nc(CC(=O)NCc3ccc(F)cc3)nc2n1	nt	0.0	102	101	106	104	99	-11	-1	102	7
O=C(c1ccccc1)N1CCCC(c2nc3c(nnn3Cc3ccccc3)c(=O)[nH]2)C1 (centres undefined)	9	0.2	92	90	95	91	90	-1	1	91	15
CCOC(=O)C1(C)NC(c2ccc(N(C)C)cc2)C2C(=O)N(CC)C(=O)C21 (centres undefined)	14	1.0	105	100	105	102	100	12	10	101	42
O=C(NCCC1=CCCCC1)c1cc(-c2ccccn2)nc2ccccc12	3	2.0	96	101	99	103	97	3	8	99	19
S=C(Nc1cccc(Cl)c1)N(CCCN1CCCC1)Cc1cccn1Cc1ccc(Cl)cc1	15	3.1	?	?	?	?	?	22	2	?	17
COc1cccc(CC(=O)NCC2COc3ccccc3O2)c1OC (centres undefined)	10	0.1	96	96	99	98	95	1	0	95	7
COC(=O)c1sc(=S)n(-c2ccccc2)c1N	12	0.2	104	101	102	102	100	16	2	101	5
O=C(Nc1nc2c(s1)CCCC2)c1ccc(Br)o1	nt	0.4	98	99	97	98	99	-2	10	102	32
CSc1nc(NC(C)=O)nc(C)c1Br	nt	-0.4	102	98	101	104	99	-21	3	101	2
CCCCCSc1nc2c(cnn2-c2ccccc2)c(=O)[nH]1	13	0.4	?	?	?	?	?	-113	2	?	5
COCCOC(=O)C1=C(C)NC(=S)NC1/C=C/c1ccccc1 (centres undefined)	-4	nt	101	101	101	106	103	23	2	98	15
Cc1csc(NC(=O)COc2ccc3c(C)cc(=O)oc3c2)n1	nt	0.7	101	104	100	99	99	3	5	102	10
O=C(COC(=O)/C=C/c1cccs1)NC1CC1	8	0.3	98	96	97	100	97	12	1	99	11
O=c1cc(CSc2nnnn2-c2ccccc2)[nH]c2[nH]n(-c3ccccc3)c(=O)c12	0	-1.2	97	97	97	99	97	-11	-9	97	12
Cc1cc(C(=O)N/N=C/c2ccc(O)c([N+](=O)[O-])c2)c(C)n1-c1ccc(F)cc1	10	-1.3	?	?	?	?	?	87*	-12	?	9
COc1cc(C)c(CNC2CCCCC2)cc1C	nt	1.0	100	98	101	98	95	nt	7	98	10
O=C(O)CSc1nc2ccccc2n1C1CCCCC1	-16	-0.3	95	101	94	98	94	32	-1	96	11
CCN(c1cccc(C)c1)S(=O)(=O)c1ccc2c(c1)CCN2C(C)=O	nt	1.2	103	102	102	107	99	5	25	101	13
O=C(c1cnc2ccccn2c1=O)N1CCc2ccccc21	nt	-0.1	101	102	102	103	100	16	1	100	6
O=C(NC1CCCC1)C(c1ccsc1)N(C(=O)Cc1cccs1)c1ccccc1 (centres undefined)	-29	0.2	97	97	97	96	94	-7	0	95	35

Given as labelled records: four of the compounds above.
Cc1cc(C)nc(N(C#N)CC(=O)N(c2ccccc2)C(C)C)n1
  Pf gametocyte = 13
  ABCB1 inh = 0.9
  HRas wt GTP = 99
  Rab7 wt modul = 95
  Cdc42 wt = 99
  Rac1 wt GTP bind = 96
  Rac1 mut GTP = 95
  Mcl1-Noxa inh = -3
  ABCG2 block = 1
  Rab2A wt mod = 95
  Avidin bead fluor = 12
CCC(=O)N1CCc2cc(S(=O)(=O)CCC(=O)NCCC3=CCCCC3)ccc21
  Pf gametocyte = nt
  ABCB1 inh = 0.3
  HRas wt GTP = 102
  Rab7 wt modul = 99
  Cdc42 wt = 103
  Rac1 wt GTP bind = 103
  Rac1 mut GTP = 100
  Mcl1-Noxa inh = 8
  ABCG2 block = 1
  Rab2A wt mod = 102
  Avidin bead fluor = 7
COC(=O)c1ccccc1OC(=O)c1cccnc1
  Pf gametocyte = nt
  ABCB1 inh = 0.3
  HRas wt GTP = 105
  Rab7 wt modul = 108
  Cdc42 wt = 107
  Rac1 wt GTP bind = 108
  Rac1 mut GTP = 101
  Mcl1-Noxa inh = 5
  ABCG2 block = 1
  Rab2A wt mod = 105
  Avidin bead fluor = 20
O=C(O)c1ccc(CNCc2ccc(Cl)cc2)cc1
  Pf gametocyte = 12
  ABCB1 inh = -0.4
  HRas wt GTP = 96
  Rab7 wt modul = 97
  Cdc42 wt = 99
  Rac1 wt GTP bind = 98
  Rac1 mut GTP = 97
  Mcl1-Noxa inh = -2
  ABCG2 block = -2
  Rab2A wt mod = 97
  Avidin bead fluor = 23
